Bcl-B TR3 displacers: displacers of TR3 peptide from Bcl-B, primary screen, selectivity assay for Bfl-1 inhibitor project, biochemical, fluorescence polarization; FP displacement of FITC-TR3 peptide from Bcl-B; higher % means a stronger effect; one-dose displacement, % at 20 µM; IC50 in µM for titrated hits; 96,000 tested, 0.11% active; AID 748, 2007;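 active = displacement above 50% at 20 µM plus a fluorescence interference ratio under 1.5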;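 also: plate controls were wells without compound for no effect and wells lacking Bcl-B protein for full effect; a part of the inactive calls stands beside numbers as strong as those of hits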
PLAP inhibition: PLAP enzyme inhibitors, biochemical, luminescence, HTS (AID 690); purified PLAP, luminescent substrate; higher % means a stronger effect; inhibition, % at 20 µM; hits with a dose series show IC50 in µM; 96,000 tested, 0.08% active; in the data active = a potency from the dose series; inactive = the rest, 99 in 100 with inhibition below about 30%; also: strong numbers were not always called active
NFkB transloc inh: inhibitors of IL-1B driven NFkB p65 nuclear import, primary screen, imaging, HUVEC, IL-1B stimulus, high-content imaging; HUVEC IL-1B NFkB p65 nuclear translocation imaging; inhibition, % at 2 µM; 94,000 tested, 0.43% active; AID 796, 2007;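 active = inhibition above about 30% together with a positive call from visual inspection of the well image, limit read from the data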;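 also: nuclear over cytoplasmic p65 intensity ratio measured by imaging; 0% = IL-1B stimulated DMSO wells and 100% = unstimulated DMSO wells; values of inactives mirror those of a sister screen read the other way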
NFkB transloc pot: enhancers of NFkB p65 translocation in HUVEC – imaging, IL-1B stimulus, high-content imaging, primary screen | HUVEC IL-1B NFkB p65 nuclear translocation imaging | activation, % at 2 µM | 94,000 tested, 0.3% active | AID 819, 2007;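 active = activation above 40%, about the mean plus 3 SD, also judged a hit on visual image review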;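 also: percent activation is computed from the nuclear over cytoplasmic p65 intensity ratio; values of inactives mirror those of a sister screen read the other way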
MRP reversal: reversal of MRP1-mediated doxorubicin resistance, primary screen, H69AR cells, doxorubicin co-treatment. H69AR cells + 2 uM doxorubicin, CellTiter-Glo, 72 h. differential viability (reversal), % at 10 µM. 85,000 tested, 0.04% active. AID 602, 2007;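 active = viability drop by adding the cancer drug above about 55%, with treated viability meeting a 40% cutoff, limit read from the data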;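 also: viability without doxorubicin minus viability with 2 µM doxorubicin for each compound; larger differential means the compound sensitizes cells more to doxorubicin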
MRP reversal cytotoxicity: second read-out of MRP reversal, no call of its own (marks repeat the call); viability, %; H69AR cells, CellTiter-Glo, 72 h; measured here: cytotoxicity without doxorubicin
MRP reversal with doxorubicin: recorded beside MRP reversal, whose call it bears; viability, %; measured here: viability with 2 uM doxorubicin; stronger effect = lower value
NFkB transloc inh cell count 2 µM: second read-out of NFkB transloc inh, no call of its own (marks repeat the call); cell count; measured here: cells passing quality filter;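 raw number of nuclei counted in each imaged well without normalization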
NFkB transloc pot cell count 2 µM: second read-out of NFkB transloc pot, no call of its own (marks repeat the call); cell count; measured here: cells passing quality filter
Active calls of the source: *; . = no result given. An excerpt. The share of hits here may be higher or lower than overall.

The line under a structure holds: Bcl-B TR3 displacers	MRP reversal cytotoxicity	NFkB transloc pot cell count 2 µM	NFkB transloc pot	NFkB transloc inh	PLAP inhibition	NFkB transloc inh cell count 2 µM	MRP reversal	MRP reversal with doxorubicin
- Cn1c(Cn2cnc3ccccc32)nnc1SCc1ccccc1
 : 1.3%	.	.	.	.	-6.9%	.	.	.
- COc1ccc(C)cc1S(=O)(=O)N(C)CC(=O)Nc1ccccc1
 : -3.3%	102.9	120	32.2	-32.2	-9.9%	120	24.0	78.9
- Cc1ccc(NC(=O)C2CCCN(c3ncccn3)C2)cc1F (centres undefined)
 : -2.1%	89.9	85	2.0	-2.0	-16.7%	85	-11.9	101.7
- NC(=O)c1ccccc1NC(=O)/C=C/c1cccc(Cl)c1
 : -5.8%	.	126	-6.5	6.5	8.0%	126	.	.
- O=C(c1ccc(-n2cnnn2)cc1)N1CCOCC1
 : -8.9%	92.2	107	38.5	-38.5	0.9%	107	-5.6	97.8
- CCCCCCSC1=C(C#N)C(c2ccc(O)cc2)CC(=O)N1 (centres undefined)
 : 11.4%	47.5	163	-2.5	2.5	13.9%	163	-5.1	52.6
- CC1CCN(CCc2nc3cc(NC(=O)NC4CCCCC4)ccc3n2C)CC1
 : -8.0%	70.4	173	4.7	-4.7	-96.6%	173	2.7	67.7
- Cc1cc(C)nc(SCCS(=O)Cc2ccc(Cl)cc2)n1 (centres undefined)
 : -2.9%	92.1	97	16.5	-16.5	-37.8%	97	11.0	81.1
- Cc1ccc(C(=O)Cn2cnc3ccccc3c2=O)cc1C
 : -1.5%	96.9	66	12.2	-12.2	13.1%	66	5.9	91.0
- Cc1onc(-c2c(Cl)cccc2Cl)c1C(N)=O
 : 1.6%	99.2	.	.	.	10.4%	.	14.3	84.9
- Cn1c(=O)c2c(-c3ccccc3)n(Cc3cccnc3)cc2n(C)c1=O
 : 4.2%	69.7	147	-2.6	2.6	-44.2%	147	4.3	65.4
- Cn1c(Cc2cccs2)n[nH]c1=S
 : 1.2%	96.1	107	-19.1	19.1	-45.7%	107	0.8	95.3
- O=C(Nc1ccccc1C(=O)N1CCOCC1)c1ccco1
 : 2.4%	92.8	98	-4.9	4.9	-8.2%	98	-4.1	96.9
- COc1ccc(CN(CC2CCCO2)S(=O)(=O)c2ccc(C(=O)O)cc2)cc1OC (centres undefined)
 : 7.1%	108.5	149	12.2	-12.2	-37.8%	149	12.3	96.3
- CN1CCC(=NNC(=O)c2ccco2)CC1
 : -0.6%	.	93	-5.0	5.0	-0.4%	93	.	.
- CC(C)=C1SC(N2CCCCC2)=NC1=O
 : 11.2%	79.5	58	21.6	-21.6	1.4%	58	-9.5	89.0
- Cc1cc(Br)ccc1NC(=O)CN1C(=O)C2C3CC(c4ccccc4)C(C3)C2C1=O (centres undefined)
 : -4.5%	.	152	12.3	-12.3	-24.8%	152	.	.
- CC(C)c1cccc(C(C)C)c1OCCCCN1CCCC1
 : 2.6%	97.6	.	.	.	5.8%	.	-1.3	98.9
- CC1=C(C(=O)Nc2ccccc2)C2(CCCCC2)C(C#N)=C(S)N1
 : -25.3%	102.0	174	0.8	-0.8	-45.0%	174	12.8	89.3
- O=C(NCCCn1ccnc1)c1cc2nc(-c3ccc(Br)cc3)cc(C(F)(F)F)n2n1
 : .	4.2	148	-5.4	5.4	.	148	-49.5	53.7
- O=C(CN(c1ccc(F)cc1)S(=O)(=O)c1ccc2c(c1)OCCO2)Nc1ccc2c(c1)OCO2
 : -5.3%	89.6	130	-4.6	4.6	10.0%	130	4.1	85.5
- CS(=O)(=O)N(CC(=O)NCc1ccncc1)Cc1ccc(Cl)cc1
 : -4.6%	98.1	158	0.5	-0.5	5.5%	158	-0.3	98.4
- O=c1cc(O)nc(SCc2ccc(Cl)cc2)[nH]1
 : -8.7%	99.4	112	-9.1	9.1	-16.4%	112	9.7	89.7
- Cn1c(=O)c2c(nc(NCCc3ccccc3)n2Cc2ccc(F)cc2)n(C)c1=O
 : 3.9%	80.2	165	16.4	-16.4	-19.7%	165	13.5	66.8
- CC(NC(=O)Cn1c(=O)[nH]c2ccsc2c1=O)C12CC3CC(CC(C3)C1)C2 (centres undefined)
 : 13.6%	.	147	12.4	-12.4	18.6%	147	.	.
- COc1ccc(NS(=O)(=O)c2ccc(NC(=O)c3cnn4c(C(F)F)cc(-c5ccc(C)cc5)nc34)cc2)cc1
 : -6.7%	.	129	2.8	-2.8	-23.9%	129	.	.
- CCOc1ccccc1NC(=O)N1CCCC1C(=O)Nc1ccc(NC(C)=O)cc1 (centres undefined)
 : -8.0%	92.8	115	10.9	-10.9	4.5%	115	2.8	90.0
- O=c1oc2ccccc2c2nccnc12
 : -11.7%	96.4	154	17.0	-17.0	-4.1%	154	33.0	63.5
- C1=C(c2ccccc2)Nc2nnnn2C1c1cccs1 (centres undefined)
 : 0.9%	67.6	164	-0.3	0.3	12.1%	164	2.6	65.0
- O=C(Cn1ncc2c1-c1ccccc1OC2)Nc1nc2ccccc2s1
 : -9.9%	72.9	36	-11.9	11.9	-20.7%	36	-3.0	75.8

A section taken from the entries so far:
The line under a structure holds: Bcl-B TR3 displacers	MRP reversal cytotoxicity	NFkB transloc pot cell count 2 µM	NFkB transloc pot	NFkB transloc inh	PLAP inhibition	NFkB transloc inh cell count 2 µM	MRP reversal	MRP reversal with doxorubicin
- Cn1c(Cn2cnc3ccccc32)nnc1SCc1ccccc1
 : 1.3%	.	.	.	.	-6.9%	.	.	.
- COc1ccc(C)cc1S(=O)(=O)N(C)CC(=O)Nc1ccccc1
 : -3.3%	102.9	120	32.2	-32.2	-9.9%	120	24.0	78.9
- Cc1ccc(NC(=O)C2CCCN(c3ncccn3)C2)cc1F (centres undefined)
 : -2.1%	89.9	85	2.0	-2.0	-16.7%	85	-11.9	101.7
- NC(=O)c1ccccc1NC(=O)/C=C/c1cccc(Cl)c1
 : -5.8%	.	126	-6.5	6.5	8.0%	126	.	.

Remaining list, next part
The line under a structure holds: Bcl-B TR3 displacers	MRP reversal cytotoxicity	NFkB transloc pot cell count 2 µM	NFkB transloc pot	NFkB transloc inh	PLAP inhibition	NFkB transloc inh cell count 2 µM	MRP reversal	MRP reversal with doxorubicin
- CC(C)(C)C(=O)CN1C(=O)C2(OCCO2)c2ccccc21
 : -0.9%	.	194	-5.8	5.8	-10.1%	194	.	.
- c1ccc(-c2nnn(C34CC5CC(CC(C5)C3)C4)n2)cc1
 : 17.7%	86.8	196	-1.7	1.7	26.0%	196	5.2	81.6
- CC12CC3CC(C)(C1)CC(C(=O)NC(=S)N1CCOCC1)(C3)C2
 : -3.1%	.	141	-0.9	0.9	-2.1%	141	.	.
- CCn1cnc2cc(NC(=O)c3ccco3)ccc21
 : .	87.4	119	13.4	-13.4	.	119	-19.9	107.3
- CC1CCC(NC(=O)c2ccc(CS(=O)(=O)Cc3ccccc3F)o2)CC1 (centres undefined)
 : -9.3%	86.2	74	-6.0	7.9	9.3%	74	2.5	83.7
- O=C(CCN1C(=O)c2ccncc2C1=O)NCc1ccc(Cl)cc1
 : -10.2%	96.4	79	1.8	0.2	5.4%	79	-2.9	99.3
- CCn1cc(C(=O)Nc2cccc(NC(C)=O)c2)c2cc(OC)c(OC)cc2c1=O
 : -8.8%	71.5	131	15.0	-15.0	-54.4%	131	-9.0	80.5
- C/C=C/c1ccc(Oc2nnnn2-c2ccc(C(N)=O)cc2)c(OC)c1
 : -6.5%	84.3	118	-7.2	7.2	-8.1%	118	38.3	46.0
- CC(=O)C1=C(O)C(=O)N(CCC(=O)O)C1c1ccc(Cl)cc1Cl (centres undefined)
 : 1.5%	98.9	184	28.7	-28.7	-6.7%	184	-1.4	100.3
- Cc1ccccc1-c1nc(CN2CCC(C(=O)NCCC3=CCCCC3)CC2)c(C)o1
 : 6.0%	28.2	193	-2.5	2.5	-125.5%	193	-30.1	58.4
- OC(CN1CCN(c2ccccn2)CC1)Cn1c2ccccc2c2ccccc21 (centres undefined)
 : 0.0%	98.9	144	17.3	-17.3	-54.3%	144	-9.7	108.6
- CCC(=O)c1ccc(O)c(CC=C(C)C)c1
 : 3.2%	.	163	2.8	-2.8	-21.4%	163	.	.
- O=C(c1ccc(C#CC2(O)CCCCC2)cc1)N1CCN(Cc2ccccc2)CC1
 : 10.1%	94.9	186	-0.1	0.1	-34.9%	186	6.9	88.1
- Cc1ccsc1C=Nc1ccc(O)cc1
 : 6.2%	72.3	185	0.7	-0.7	7.5%	185	-9.7	82.0
- O=C1C=C(Nc2cccc(O)c2)CC(c2ccco2)C1 (centres undefined)
 : .	94.8	118	-8.1	8.1	.	118	11.6	83.2
- Cc1c(N=C/C=C/c2ccccc2)c(=O)n(-c2ccccc2)n1C
 : -3.0%	88.6	86	-20.2	20.2	0.4%	86	0.4	88.2
- Cc1cc(C(=O)NCc2ccc3c(c2)OCO3)n(-c2ccccc2)n1
 : 17.5%	88.1	184	-6.9	6.9	15.6%	184	-4.5	92.5
- CCN(CC)S(=O)(=O)c1ccc2oc(SCc3ccc(F)cc3)nc2c1
 : -3.1%	67.2	146	22.3	-22.3	-12.3%	146	-7.8	74.9
- Cc1oc(-c2ccccc2F)nc1CS(=O)(=O)CC(=O)NCc1ccco1
 : -6.2%	98.6	76	36.9	-36.9	-3.9%	76	4.6	94.0
- COc1ccc(/C=C2\CCOC2=O)cc1
 : -2.1%	91.8	156	-3.6	3.6	3.3%	156	2.6	89.1
- O=C(CCn1c(=O)oc2ccccc21)N1CCN(C(c2ccccc2)c2ccccc2)CC1
 : 6.2%	96.9	113	-3.4	3.4	-51.7%	113	-7.2	104.2
- Cc1cc2c3c(c1)C1(C(=O)N3C(C)(C)CC2C)C(C#N)=C(N)Oc2cc(O)ccc21 (centres undefined)
 : 2.7%	50.2	153	-2.3	2.3	-38.1%	153	-18.9	69.1
- O=C(NC(Cc1ccccc1)C(=O)O)OCc1ccccc1 (centres undefined)
 : 13.3%	96.4	181	16.1	-16.1	9.1%	181	-3.8	100.1
- CCOC(=O)c1c(C)n(-c2ccc(C)cc2)c2c(CC(C)=O)c(Br)c(OC)c(O)c12
 : 6.9%	.	120	-14.2	14.2	4.1%	120	.	.
- CCOc1ccc(C2CC(c3cccc(OC)c3)Nc3ncnn32)cc1 (centres undefined)
 : -23.8%	99.8	166	14.1	-14.1	-57.9%	166	20.6	79.1
- COc1ccc(CCNC(=O)C2CCN(Cc3nc(-c4cccc(Cl)c4)oc3C)CC2)cc1OC
 : -7.4%	97.3	.	.	.	-115.4%	.	-7.3	104.5
- CCOc1ccc(Cc2nc(N)nc(N)n2)cc1
 : .	102.2	162	-3.7	3.7	.	162	-6.3	108.5
- O=C(O)C1C2C=CC3(O2)C1C(=O)N1c2ccccc2C2OCCC2C13 (centres undefined)
 : -2.7%	92.7	124	-6.1	6.1	14.1%	124	-2.5	95.2
- CC(=O)c1ccc(NC(=O)C2CC(c3ccc(F)cc3)=NO2)cc1 (centres undefined)
 : -11.8%	93.2	115	1.5	-1.5	10.5%	115	-2.9	96.1
- CCOC(=O)CSc1nnc(CSc2nc3sc4c(c3c(=O)[nH]2)CCCC4)n1-c1ccccc1
 : 6.1%	89.9	130	-14.7	14.7	-17.5%	130	-14.0	103.9
- CCOC(=O)C1=C(C)NC(=O)C1(NC(=O)c1cccnc1)C(F)(F)F (centres undefined)
 : -4.5%	102.3	153	-1.3	1.3	0.6%	153	-2.7	105.0
- COc1ccc(-c2cc(C(F)(F)F)nc(SCC(=O)N3CC(C)OC(C)C3)n2)cc1OC (centres undefined)
 : .	.	181	17.5	-17.5	.	181	.	.
- CCc1cc2c(SCC(=O)c3cccs3)ncnc2s1
 : -2.4%	99.8	161	10.4	-10.4	-0.8%	161	10.7	89.1
- Cc1ccc(C(c2nnnn2C(C)(C)C)N2CCc3ccccc3C2)cc1 (centres undefined)
 : -4.6%	100.9	.	.	.	11.6%	.	7.3	93.6
- CCOc1ccc2nc(NCCCNS(=O)(=O)c3ccc(F)cc3)c(C#N)cc2c1
 : .	65.8	119	-10.3	10.3	.	119	-5.1	71.0
